Screens (PubChem BioAssay)
GALK inhibitor: galactokinase (human) inhibition | P51570 | Purified GALK, Kinase-Glo residual ATP luminescence | Potency, µM (top dose mostly 57.5 µM), inactives show at the highest dose activity change, negative = inhibition, usual class: inhibitors | actives 0.007% (n = 270,000); note: potency is the fitted concentration of half-maximal effect; % is set by controls: 0 for no effect and ±100 for the full control effect
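GALK at 5 nM final was combined with compound, 35 uM ATP and 100 uM galactose in HEPES pH8.0 with MgCl2 and DTT. The reaction ran one hour at room temperature before luminescent ATP detection.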
TRPV1 agonist: activates the human vanilloid receptor TRPV1; Q8NER1; TRPV1-expressing cells, Fluo-8 calcium influx, agonist mode; activation, % at 8.33 µM; actives 0.19% (n = 320,000); in the data active = activation above about 80%; inconclusive = between about 30% and that limit; note: 0% is about no effect
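Cells expressing TRPV1 were dye-loaded with Fluo-8 and read kinetically: 10 s baseline, 3 min after compound (agonist portion), then 2 min after EC20 capsaicin (allosteric enhancer portion). Calcium-bound dye fluorescence at 480/520 nm.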
Coupling enz: counter-screen for Giardia aldolase inhibitors: coupling enzyme system; coupling enzyme system counterscreen, AmpLite Red fluorescence; activity change, negative = inhibition, % at 58.2 µM, hits read low; actives 0.67% (n = 290,000); AID 2472; in the data active = activity change below about -30%; note: % is set by controls: 0 for no effect and ±100 for the full control effect
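Activity here indicates interference with the coupling reaction, not aldolase inhibition. Compounds at 57.5 uM final met coupling enzymes for 10 min at RT; substrate and AmpLite Red detection followed, with a 525/598 nm fluorescence read after 20 min.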
USP2a inh: inhibitors of human ubiquitin-specific protease USP2a. O75604. USP2 core, Ub-CHOP2 coupled fluorogenic reporter, 485/531. Potency, µM (titrated, usually from 38.3 µM), without a hit: top-dose activity change, negative = inhibition, hits mostly inhibitors. actives 0.01% (n = 330,000);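 note: potency is the fitted concentration of half-maximal effect; plate controls were DMSO wells for no effect and full inhibition by NEM control for full effect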
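Deubiquitinase activity read as fluorescence (485/531 nm) after Ub-CHOP2 cleavage activates the enterokinase reporter on its substrate; USP2 core 10nM, Ub-CHOP2 and substrate 25nM each, 30min compound preincubation then 60min RT; data normalized to NEM, curves fitted.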
B2AR arrestin: beta2AR (human) beta-arrestin recruitment activity. AID 492947. actives 0.02% (n = 330,000). beta-arrestin recruitment to beta2AR, cell-based reporter. Potency, µM (doses to about 46.1 µM), for inactives: top-dose activation, usual class: activators. P07550;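 note: potency is the fitted concentration of half-maximal effect; 0% = DMSO controls and full agonism = EC100 isoproterenol or metaproterenol; nearly all actives have a fitted effect of over 65% in size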
Target sequence (P07550 whole entry, looked up): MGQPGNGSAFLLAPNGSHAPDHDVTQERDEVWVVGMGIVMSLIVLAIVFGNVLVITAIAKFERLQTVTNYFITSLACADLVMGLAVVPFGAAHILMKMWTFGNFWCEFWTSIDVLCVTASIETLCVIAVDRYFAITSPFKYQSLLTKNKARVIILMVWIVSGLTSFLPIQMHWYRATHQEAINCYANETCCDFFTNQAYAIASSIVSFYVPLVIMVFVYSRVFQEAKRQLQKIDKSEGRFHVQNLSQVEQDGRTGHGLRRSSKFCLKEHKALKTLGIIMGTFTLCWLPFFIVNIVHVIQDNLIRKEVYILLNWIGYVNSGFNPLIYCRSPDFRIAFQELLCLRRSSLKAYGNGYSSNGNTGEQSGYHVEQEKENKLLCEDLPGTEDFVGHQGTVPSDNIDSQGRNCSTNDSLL
Menin MLL FP TR: menin-MLL binding inhibition, Texas Red mutant peptide | actives 0.23% (n = 270,000) | Menin + Texas Red MLL mutant peptide, fluorescence polarization | O00255 | AID 1768 | Potency, µM (series often up to 61.6 µM), for the others: top-dose FP activity change, negative = inhibition, actives largely listed as inhibitors; active = well fitted inhibition curve with a large enough effect in the polarisation, with a control signal flat, not every such curve was filed as active; inconclusive = small, poorly fitted or top-dose-only effect, or effect the other way, or a change in a side signal; inactive = no such curve, though single readings can be large or run the other way; the % refers to the polarisation; note: potency is the fitted concentration of half-maximal effect; % of control where 0% means no effect; many of its hits are not listed in these tables
hERG WT inh: inhibitors of human wildtype KCNH2 potassium channel; U2OS, BacMam KCNH2, thallium flux FluxOr; stronger effect = lower value; actives 0.37% (n = 340,000); AID 720551; Q12809; activity change, % at 1.84 µM;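 active = maximum activity change below -70%; inconclusive = maximum activity change between -70% and -50%; inactive = maximum activity change above -50%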; note: % is set by controls: 0 for no effect and ±100 for the full control effect
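U2OS cells transduced with wild-type KCNH2 virus are loaded with FluxOr dye for 45 min, and thallium flux is measured in kinetic reads before and after stimulation buffer. Rate constants are normalized to DMSO controls.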
CXXC DNA block: MLL CXXC-DNA interaction inhibition | AID 2662 | MLL-CXXC / FITC-HOXA9 DNA fluorescence polarization | actives 0.037% (n = 290,000) | Potency, µM (top dose mostly 115 µM), without a hit: at the highest dose activity change, negative = inhibition, actives largely listed as inhibitors; active = well fitted inhibition curve with a large enough effect in the polarisation, with a control signal flat, not every such curve was filed as active; inconclusive = small, poorly fitted or top-dose-only effect, or effect the other way, or a change in a side signal; inactive = no such curve, though single readings can be large or run the other way; the % refers to the polarisation; note: potency is the fitted concentration of half-maximal effect
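Fluorescence polarization: 7 uM MLL-CXXC (stock) preincubated 5 min with compounds, then 50 nM fluorescein-HOX-A9 DNA (stock) added; 30 min ambient. Buffer 50 mM Tris-HCl pH 7.5, 50 mM NaCl, 1 mM DTT, 0.05% BSA.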
PKM2 act: PKM2 (human) enzyme activation | P14618 | purified PKM2, Kinase-Glo ATP luminescence, activation; response scale: 0% is enzyme alone, no compound | Potency, µM (doses to about 57.5 µM), for inactives: at the top dose activation, usual class: activators | actives 0.34% (n = 260,000); note: potency is the fitted concentration of half-maximal effect; % is set by controls: 0 for no effect and ±100 for the full control effect; nearly all actives have a fitted effect of over 55% in size
Target sequence (P14618 whole entry, looked up): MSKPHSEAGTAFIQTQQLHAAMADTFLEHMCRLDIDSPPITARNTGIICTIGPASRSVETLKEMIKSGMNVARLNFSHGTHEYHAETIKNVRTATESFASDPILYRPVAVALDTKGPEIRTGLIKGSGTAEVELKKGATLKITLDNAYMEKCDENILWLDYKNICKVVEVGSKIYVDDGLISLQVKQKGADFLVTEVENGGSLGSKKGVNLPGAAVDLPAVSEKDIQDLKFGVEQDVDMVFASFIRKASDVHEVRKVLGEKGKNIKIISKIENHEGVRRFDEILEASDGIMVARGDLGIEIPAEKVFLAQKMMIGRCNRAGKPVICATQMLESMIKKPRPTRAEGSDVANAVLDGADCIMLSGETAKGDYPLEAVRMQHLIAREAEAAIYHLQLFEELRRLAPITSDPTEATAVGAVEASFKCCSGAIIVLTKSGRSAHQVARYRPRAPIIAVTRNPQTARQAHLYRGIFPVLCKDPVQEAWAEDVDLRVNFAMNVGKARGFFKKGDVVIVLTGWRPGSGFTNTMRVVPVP
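Kinase-Glo luminescence reports ATP generated from ADP (0.1 mM) and PEP (0.5 mM) by purified hPK-M2 after 1 h at room temperature, pH 7.2 imidazole buffer; intermediate enzyme activity allows detecting inhibitors and activators.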
KCNH2 3.1 inh: blocks the human KCNH2 3.1 channel isoform. U2OS KCNH2 3.1, thallium flux FluxOr; stronger effect = lower value. activity change, % (tested at about 1.8 µM). actives 0.95% (n = 340,000);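 active = maximum activity change below -70%; inconclusive = maximum activity change from -70% to -50%; inactive = maximum activity change above -50%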;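 note: thallium influx rate constant from kinetic fluorescence after stimulation buffer; % is set by controls: 0 for no effect and ±100 for the full control effect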
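FluxOr-based Tl+ influx in U2OS cells transduced with KCNH2 3.1 virus; rate constants normalized to DMSO controls.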
Giardia killer: Giardia lamblia killing; Giardia lamblia trophozoite viability; activity change, % at 7.66 µM, hits read low; actives 0.15% (n = 340,000); AID 540267; in the data active = activity change below about -80%; inconclusive = between about -30% and that limit;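 note: parasites exposed to compound for two days anaerobically before the ATP read; % is set by controls: 0 for no effect and ±100 for the full control effect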
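Trophozoite viability was measured as ATP-dependent luminescence, read 15-30 min after reagent addition. Before that, parasites at 100 cells/well were exposed to compounds for 48 h, anaerobically, at 37 deg C.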
Starred values were filed as active, the others as inactive; ? = inconclusive; · = not tested or not shown; & = joins results of further samples; [ ] = remark or other dose. Unless noted, calls come from the whole dose curve; as a rule, active = well fitted curve in the direction sought with a large enough effect; inconclusive = small, poorly fitted or top-dose-only effect, or another doubt; inactive = no such curve, though single readings can be large; an effect the other way counts as inactive or inconclusive. This is a subset; count on the stated rates, not on these rows.

Below each compound: GALK inhibitor	TRPV1 agonist	Coupling enz	USP2a inh	B2AR arrestin	Menin MLL FP TR	hERG WT inh	CXXC DNA block	PKM2 act	KCNH2 3.1 inh	Giardia killer
[1] CSc1ccc(S(=O)(=O)NCC(=O)OCC(=O)N2CCCCC2C)cc1[N+](=O)[O-] (stereo not given)
  ·	2	·	0%	-0.6%	·	-7	·	·	-8	11
[2] Cc1ccc2c(c1)c1c(n2CC(O)CN2CCCCCC2)CCCC1 (stereo not given)
  1%	8	-1	-1%	0.0%	?	29	-4%	·	-11	25
[3] O=C(NCc1ccccc1)c1ccc(S(=O)(=O)C(F)F)cc1
  -1%	24	8	2%	-0.7%	3%	-2	8%	-3%	-7	-9
[4] CC(C)c1ccc(NC(=O)Nc2cc3sccc3n2C)cc1
  0%	-2	-6	-1%	-0.4%	2%	-16	9%	4%	0	0
[5] O=C(CN(C(=O)CCC(=O)Nc1nccs1)c1ccccc1F)NCCc1ccccc1
  1%	1	-2	1%	-0.1%	-14%	-4	14%	1%	6	-2
[6] COc1ccc(CCNC(=O)CN2C(=O)c3ccccc3S2(=O)=O)cc1OC
  -2%	3	-1	-1%	0.0%	-3%	-3	1%	-2%	-4	-18
[7] COc1ccc(CNC(=O)COc2ccc(S(=O)(=O)N3CCCCC3)cc2)cc1
  -3%	24	·	1%	-0.4%	·	-131*	0%	-5%	-13	-3
[8] CCOC(=O)c1sc(NC(=O)c2ccccc2C(=O)O)c(C(=O)OCC)c1C
  -4%	·	8	3%	-0.3%	·	-3	0%	1%	7	-2
[9] CCCCn1c(-c2cccs2)nc2nc3ccccc3nc21
  -3%	·	·	0%	-0.3%	?	-4	-11%	11%	-30	0
[10] C/C(=N\NC(=O)c1ccccc1OCCOc1ccccc1)c1ccccc1F
  ·	24	·	-3%	2.5%	·	16	·	·	-6	22
[11] S=c1[nH]nc(-c2ccccc2Cl)n1/N=C/C=C/c1ccco1
  5%	5	5	2%	0.8%	·	2	9%	13%	11	2
[12] O=C(N/N=C/c1ccco1)c1ccccc1OCc1ccccc1Cl
  2%	29	3	-1%	0.0%	-2%	-7	5%	-2%	-26	-8
[13] CCCOc1ccc(N/C=C/C(=O)c2ccc(OC)c(OC)c2)cc1
  1%	1	-1	-3%	0.2%	-4%	-1	-3%	4%	-11	-2
[14] Nc1nc(-c2ccc(Br)cc2)cs1
  -2%	-3	1	0%	-0.2%	22%	9	0%	1%	10	8
[15] CC1CN(C(=O)CCC(=O)NC(C)c2ccccc2)c2cc(Cl)ccc2O1 (stereo not given)
  ·	19	0	3%	-0.7%	-16%	-3	·	2%	-2	2
[16] CC1(C)CC2CC(C)(CN2S(=O)(=O)c2cccc(C(=O)OCC(=O)NC(N)=O)c2)C1 (stereo not given)
  ·	14	·	0%	0.2%	·	0	·	·	7	-27
[17] COc1ccc([N+](=O)[O-])cc1/C=N/NC(=O)CNC(=O)C(c1ccccc1)c1ccccc1
  0%	3	-30*	6%	-0.3%	1%	-14	7%	1%	20	-9
[18] COC(=O)C1=C(C(=O)OC)[C@@H]2Nc3ccccc3[C@@]23C[C@@H](C(=O)OC)N(C(C)=O)C3=N1
  -2%	1	0&0	5%	0.2%	-17%[11.7 µM]	3	-3%	5%[11.5 µM]	-30	-25
[19] O=c1c2ccccc2c(=O)n2n1Cc1ccccc1C2
  6%	-2	4	1%	-0.2%	-3%	1	2%	-8%[11.5 µM]	-14	20
[20] CC(C)(C)C1CCC(=NNC(=O)c2ccccc2-n2cccc2)CC1 (stereo not given)
  2%	5	0	0%	-0.3%	6%	-12	-7%	-1%	9	-6

Single values from the results shown:
In GALK inhibitor, O=C(CN(C(=O)CCC(=O)Nc1nccs1)c1ccccc1F)NCCc1ccccc1 has 1%
In B2AR arrestin, CSc1ccc(S(=O)(=O)NCC(=O)OCC(=O)N2CCCCC2C)cc1[N+](=O)[O-] (stereo not given) has -0.6%
In PKM2 act, COC(=O)C1=C(C(=O)OC)[C@@H]2Nc3ccccc3[C@@]23C[C@@H](C(=O)OC)N(C(C)=O)C3=N1 has 5%[11.5 µM]
In KCNH2 3.1 inh, C/C(=N\NC(=O)c1ccccc1OCCOc1ccccc1)c1ccccc1F has -6

(next part)
Below each compound: GALK inhibitor	TRPV1 agonist	Coupling enz	USP2a inh	B2AR arrestin	Menin MLL FP TR	hERG WT inh	CXXC DNA block	PKM2 act	KCNH2 3.1 inh	Giardia killer
[21] COc1ccc(C(C)(C)C)cc1NC(=O)COC(=O)CSCc1c(C)noc1C
  ·	14	·	2%	-0.3%	·	2	·	·	-2	50[activator]
[22] Cc1c(/C=N/NC(N)=O)c2ccccn2c1C(=O)c1ccncc1
  -3%	·	-2	-1%	3.7%	·	-10	-2%	4%	-6	-22
[23] CC1CN(c2nc3c(c(=O)n(Cc4ccc(Cl)c(Cl)c4)c(=O)n3C)n2C)CC(C)O1 (stereo not given)
  0%	?	-3	3%	0.2%	-17%	5	5%	-9%	9	-5
[24] O=C(N/N=C/c1ccc(Cl)c([N+](=O)[O-])c1)c1cc(-c2ccc3c4c(cccc24)CC3)n[nH]1
  1%	-1	1	9%	0.1%	·	-3	2%	0%	-27	-1
[25] CCCNC(=O)c1c(CSc2ccccc2)noc1C(=O)NCc1ccccc1
  -1%	?	-7	?	-0.3%	·	-5	-2%	17%	-2	-9
[26] Cn1ccnc1C(=O)c1cc(SCC(=O)N2CCOCC2)nc2ccccc12
  -3%	-1	3	0%	0.2%	9%	-3	2%	-3%	22	11
[27] CCC(C)(C)C1CCc2[nH]nc(C(=O)NCCCNC(=O)OC(C)(C)C)c2C1 (stereo not given)
  ·	1	·	4%	-1.2%	·	-14	·	·	3	0
[28] O=C(CCC(=O)Nc1ccc(Cl)cc1Cl)N/N=C/c1ccc([N+](=O)[O-])o1
  10%	-1	-16	3%	0.6%	?	12	24%	6%	-11	-82*
[29] CCN(CCn1cccn1)C(=O)c1ccc(OC2CCN(C(=O)COC)CC2)cc1
  -1%	1	0	1%	-0.9%	-1%	-8	3%	1%	-9	25
[30] COc1ccccc1CCNC(=O)CCNS(=O)(=O)c1ccc(NC(C)=O)cc1
  ·	0	·	1%	-0.4%	·	1	·	·	12	-3
[31] O=C(NC(=S)NN1CCCCC1c1cccnc1)c1ccc(Br)cc1 (stereo not given)
  8%	-3	2	4%	-0.4%	·	-2	4%	-1%	-2	-1
[32] CC(=O)c1cccc(N(CC(=O)Nc2ccc(F)cc2F)S(C)(=O)=O)c1
  -1%	0	2	·	·	10%	19	-9%	0%	-5	3
[33] COc1ccc(OC)c(/C=N/NC(=O)c2ccc[n+](CC(=O)c3ccccc3)c2)c1
  ·	-3	·	-20%	0.0%	·	14	·	·	18	26
[34] O=C(CSc1nnc(Cc2ccccc2)o1)NCCN1C(=O)CSC1=O
  4%	-2	1	1%	-0.3%	-7%	-6	-4%	1%	2	15
[35] COc1ccc(S(=O)(=O)NCC2CCCN(Cc3ccccc3C)C2)cc1 (stereo not given)
  11%	17	4	1%	0.1%	?	13	4%	-2%	-15	5
[36] Cc1cc(C)c(NC(=O)Cn2nnc(C(=O)Nc3ccc(F)cc3F)c2N)c(C)c1
  9%	-1	-9	0%	0.2%	15%	7	4%	1%[0.46 µM]	-6	-27
[37] COC(=O)[C@H](CC(C)C)NC(=O)N1CCN(c2cccc(C(F)(F)F)c2)CC1
  -1%	16	2	3%	0.0%	·	5	-6%	-1%	-5	0
[38] c1ccc2c(SCc3cn4cccnc4n3)ncnc2c1
  2%	-3	4	1%	-0.1%	1%	2	-5%	2%	-5	-24
[39] O=C(Oc1cccc2ccccc12)c1ccncc1
  -3%	8	-1	3%	-0.4%	-3%	-4	-3%	-1%	8	-20

Arranged by value in Menin MLL FP TR (falling): some entries from above
| nr | smiles | GALK inhibitor | TRPV1 agonist | B2AR arrestin | Menin MLL FP TR | CXXC DNA block | PKM2 act |
| --- | --- | --- | --- | --- | --- | --- | --- |
| 36 | Cc1cc(C)c(NC(=O)Cn2nnc(C(=O)Nc3ccc(F)cc3F)c2N)c(C)c1 | 9% | -1 | 0.2% | 15% | 4% | 1%[0.46 µM] |
| 34 | O=C(CSc1nnc(Cc2ccccc2)o1)NCCN1C(=O)CSC1=O | 4% | -2 | -0.3% | -7% | -4% | 1% |
| 23 | CC1CN(c2nc3c(c(=O)n(Cc4ccc(Cl)c(Cl)c4)c(=O)n3C)n2C)CC(C)O1 (stereo not given) | 0% | ? | 0.2% | -17% | 5% | -9% |
